Screens: PubChem BioAssay, Sanford-Burnham Center for Chemical Genomics
EBI2 block = blocks human EBI2 receptor beta-arrestin signaling. P32249. EBI2 beta-arrestin recruitment, luminescence, 7a,25-OHC stimulated. inhibition, % at 5 µM. 360,000 tested, 0.81% active; in the data active = inhibition above about 38%;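 note: enzyme fragment complementation signal reports receptor beta-arrestin coupling in cells; 0% = agonist plus DMSO wells and 100% = wells without agonist; some results beyond the cut were filed as inactive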
APJ ag = APJ receptor agonism; AID 2520; P35414; 330,000 tested, 0.11% active; CHO-K1 APJ PathHunter beta-arrestin, luminescence; 0% DMSO wells, 100% apelin; activation, % at 20 µM;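 active = activation more than six SD over the plate average, tested at 20 µM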;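 note: 0% = DMSO alone and 100% = apelin-13 at 10 nM; some results filed as inactive read as strong as hits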
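Test system: CHO-K1 APJ beta-arrestin complementation cell line. Amount: cell density 1000 per well. Controls: DMSO negative, 10 nM Apelin-13 positive. Signal: luminescent beta-gal fragment complementation, chemiluminescent substrate. Read-out basis: agonist-driven arrestin binding to APJ. Timing: compound stimulation 90 min at 25 °C, detection 60 min.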
ATG4B inhibitor = blocks human ATG4B protease cleavage of LC3 substrate | ATG4B cleavage of LC3-PLA2, NBD-HPC fluorescence, 1 h | AID 504462 | inhibition, % at 8.33 µM | 340,000 tested, 0.51% active; in the data active = inhibition above about 40%
Target sequence (Q9Y4P1 whole entry, looked up): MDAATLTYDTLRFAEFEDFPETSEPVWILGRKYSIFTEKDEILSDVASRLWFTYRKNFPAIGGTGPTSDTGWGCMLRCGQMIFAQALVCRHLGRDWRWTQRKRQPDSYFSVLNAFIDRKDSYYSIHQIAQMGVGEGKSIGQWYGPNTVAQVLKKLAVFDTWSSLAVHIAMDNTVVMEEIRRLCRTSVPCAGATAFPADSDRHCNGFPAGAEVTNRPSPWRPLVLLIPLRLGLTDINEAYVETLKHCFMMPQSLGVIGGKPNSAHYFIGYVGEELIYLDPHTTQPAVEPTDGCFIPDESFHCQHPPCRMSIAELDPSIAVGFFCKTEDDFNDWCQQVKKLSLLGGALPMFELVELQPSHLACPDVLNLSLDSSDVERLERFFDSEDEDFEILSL
CCR6 antagonist = CCR6 (human) receptor antagonism. CHO-K1 CCR6 PathHunter beta-arrestin, luminescence, CCL20-stimulated. inhibition, % at 20 µM. 340,000 tested, 0.49% active. AID 493098;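 active = compounds whose inhibition of the agonist-driven luminescence signal at 20 µM reaches about 50%, limit read from the data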;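 note: cells stimulated with CCL20 at 14 nM final; plate controls were DMSO with CCL20 for no effect and DMSO without agonist for full effect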
Target sequence (P51684 whole entry, looked up): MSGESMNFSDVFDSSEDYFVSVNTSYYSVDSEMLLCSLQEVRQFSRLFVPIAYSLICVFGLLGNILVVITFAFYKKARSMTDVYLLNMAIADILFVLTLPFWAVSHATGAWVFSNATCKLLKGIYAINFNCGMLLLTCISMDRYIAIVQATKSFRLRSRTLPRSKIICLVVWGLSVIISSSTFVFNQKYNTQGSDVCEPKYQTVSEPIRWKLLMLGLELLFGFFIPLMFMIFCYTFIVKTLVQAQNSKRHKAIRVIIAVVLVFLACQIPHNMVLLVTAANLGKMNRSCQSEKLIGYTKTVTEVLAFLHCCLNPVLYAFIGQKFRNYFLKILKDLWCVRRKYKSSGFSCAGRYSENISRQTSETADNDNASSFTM
APJ antagonist = APJ receptor antagonism. P35414. CHO-K1 APJ beta-arrestin complementation, luminescence. 330,000 tested, 0.32% active. inhibition, % at 20 µM;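 active = inhibition above about 40% at 20 µM, limit read from the data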;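 note: cells challenged with 10 nM apelin-13 agonist together with compound; plate controls were apelin-13 plus DMSO wells for no effect and DMSO wells lacking apelin-13 for full effect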
CXCR6 inh = inhibitors of human CXCR6 receptor; O00574; inhibition, % at 20 µM; CHO-K1 PathHunter CXCR6 beta-arrestin, luminescence; AID 602244; 360,000 tested, 0.36% active; in the data active = inhibition above about 34%, passing the limit was not always enough;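 note: antagonist mode with CXCL16 agonist at 10 nM final; 0% = 10 nM CXCL16 with DMSO and 100% = unstimulated wells without agonist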
Gli-Sufu antag = antagonists of Gli-Sufu signaling | inhibition, % at 5 µM | Sufu-KO-LIGHT fibroblasts, Gli luciferase reporter luminescence | 340,000 tested, 0.74% active;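 active = inhibition above about 55%, limit read from the data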;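 note: 0% = DMSO-treated cells and 100% = wells with medium but no cells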
UBC13 inh = blocks human UBC13 polyubiquitin chain formation; P61088; TR-FRET; inhibition, % at 20 µM; 330,000 tested, 0.47% active; AID 485273; in the data active = inhibition above about 45%, passing the limit was not always enough; inconclusive = no clear call, values can overlap the other calls
Target sequence (P61088 whole entry, looked up): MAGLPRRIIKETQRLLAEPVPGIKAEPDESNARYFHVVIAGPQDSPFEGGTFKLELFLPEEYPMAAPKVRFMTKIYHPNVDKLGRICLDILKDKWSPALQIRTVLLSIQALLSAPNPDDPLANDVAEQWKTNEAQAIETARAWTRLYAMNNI
Numbers without * were called inactive; ? = inconclusive; . = not tested or not shown.

SMILES	EBI2 block	APJ ag	ATG4B inhibitor	CCR6 antagonist	APJ antagonist	CXCR6 inh	Gli-Sufu antag	UBC13 inh
CC(C)c1cc(C(F)(F)F)n2nc(C(=O)O)cc2n1	3	-3	-5	8	-2	-8	6	16
CCN(CC)CCN(C(=O)c1ccc(S(=O)(=O)N(C)C2CCCCC2)cc1)c1nc2ccc(OC)cc2s1	-10	5	2	12	15	13	46	0
CCN(C(=O)c1ccc(NC(=O)c2ccco2)cc1)c1ccccc1	-1	-3	2	21	21	0	-3	-1
FC(F)(F)c1cc(CCN2CCNC[C@@H]2c2ccccc2)cc(C(F)(F)F)c1	-7	-5	-2	13	4	-5	4	66*
O=C(CC(C(=O)O)P(=O)(c1ccccc1)c1ccccc1)c1ccccc1 (stereo not drawn)	0	-2	-3	-1	-11	4	1	-4
Cc1ccc(C(=O)Nc2nccc(C)n2)cc1	0	0	-3	-8	-16	-7	11	0
O=C(COC(=O)/C=C/c1cccc(C(F)(F)F)c1)NCc1ccc(F)cc1	-10	-1	2	-19	-3	5	-9	9
COc1ccccc1CN(C)c1nnnn1-c1ccccc1	-4	2	-9	14	-8	0	3	-13
NC(=O)c1ccc(N2CCN(c3ncc(C(F)(F)F)cc3Cl)CC2)cc1	0	-1	-2	8	-2	-9	16	9
CC(SC1=NCCS1)C(=O)Nc1nnc(-c2ccc(Br)cc2)s1 (stereo not drawn)	10	1	-3	3	9	10	4	3
CCOC(=O)c1ccc(N2C(=O)c3n[nH]c(C)c3C2c2ccc(OC)c(OC)c2)cc1 (stereo not drawn)	-10	-2	-16	8	20	3	10	3
CC(=O)Cc1ccccc1OCC(=O)O	-8	-1	6	5	-19	-3	3	4
COc1ccc(NC(=O)CN(C)S(=O)(=O)c2ccc(C)cc2)c([N+](=O)[O-])c1	-6	-3	4	-13	-7	-10	-2	17
CCN(CC)S(=O)(=O)c1ccc(-c2cn3cc(Cl)ccc3n2)cc1	-2	3	8	-21	-18	-16	5	0
Cc1ccc(S(=O)(=O)N2CCC[C@H]2C(=O)OC(C)C(=O)Nc2ncc(Cl)cc2Cl)cc1 (stereo partly drawn)	5	8	-11	-7	4	1	-3	3
O=C(NN1CCOCC1)c1ccccc1F	-14	-14	-4	-3	10	4	-3	-1
CCCCC(=O)Nc1ccc(C(=O)NCCc2ccccc2)cc1	3	1	5	1	-3	2	-31	4
N#CC1=C(N)Oc2n[nH]c(-c3cccnc3)c2C1c1cc(F)ccc1F (stereo not drawn)	6	-2	-9	-10	-10	1	-1	3
O=C(COC(=O)CCSc1ccccc1)Nc1cc(F)ccc1F	-5	-3	-7	10	-2	2	0	2
O=C(NNC(=S)NC1CC2C=CC1C2)c1cccnc1 (stereo not drawn)	-2	-2	0	-1	17	7	-9	0
CCOc1ccccc1C(c1c(O)nc(SC)[nH]c1=O)c1c(O)nc(SC)[nH]c1=O	4	-2	-6	-7	-19	1	2	4
COc1cc(C2/C(=C(\O)c3ccc4c(c3)CC(C)O4)C(=O)C(=O)N2CCN2CCOCC2)cc(OC)c1OC (stereo not drawn)	9	2	-3	3	-17	0	-11	-5
O=C1C=C(NC2CCCC2)CC(c2ccccc2)C1 (stereo not drawn)	-2	-1	0	-6	-40	-1	2	3
CC1CCN(c2nc(-c3cccnc3)nc3scc(-c4ccccc4)c23)CC1	-1	-4	3	11	-4	-1	39	12
CCC1CCCN1Cn1cnc2c([nH]c3ccc(C)cc32)c1=O (stereo not drawn)	-2	-1	7	2	9	5	-2	12
SMILES	EBI2 block	APJ ag	ATG4B inhibitor	CCR6 antagonist	APJ antagonist	CXCR6 inh	Gli-Sufu antag	UBC13 inh
CN(C)/C=C1\N=C(c2cccnc2Oc2ccc(Cl)cc2)OC1=O	5	-5	0	3	15	7	-10	1
Cc1ccc2[nH]c3c(=O)n(CC(=O)NCc4ccco4)ncc3c2c1	-15	9	0	-7	6	3	-36	-12
COc1cc(OC)cc(-c2oc(=O)c3cc(OC)c(OC)cc3c2C#CCCO)c1	23	-2	-21	7	6	-1	15	?
CC(C)NC(=O)NC(=O)CN1C(=O)NC2(CCc3ccccc3C2)C1=O (stereo not drawn)	5	-1	-11	-3	-4	-7	10	-4
Cc1cc(C)n(S(=O)(=O)c2ccc(C)c(C)c2C)n1	-2	-5	-2	-3	4	6	-3	5
CCN(CC)c1ccc(CNc2ccc3c(c2)ncn3CC)cc1	.	-3	3	8	16	.	30	10
COc1ccc(S(=O)(=O)N(Cc2nc3ccccc3c(=O)[nH]2)C2CCCC2)cc1	-3	-1	-12	-14	15	-7	2	6
CC1(C)NC(=O)N(CC(O)COC2CCCCC2)C1=O (stereo not drawn)	-9	-1	5	-14	-8	-6	-2	4
CN(C)C(=O)c1ccc(NC(=O)c2cccnc2)cc1	-8	4	-5	-8	3	-15	4	-14
COc1ccccc1-n1c(CNc2c(C)cccc2C)nnc1SCC(=O)N1CCOCC1	-11	.	3	-2	.	3	4	.
Cn1nnnc1SCCNS(=O)(=O)c1ccccc1	4	1	-2	7	8	3	2	0
COc1cc(CNC(=O)C2CCC(=O)N(C3CCCCCC3)C2)cc(OC)c1 (stereo not drawn)	-12	4	26	12	14	9	2	1
C=CCn1c(SCC(=O)c2ccc(O)c(O)c2)nnc1-c1cccnc1	5	1	1	9	-6	15	2	4
C/C=C/C(=O)Nc1cccc(C2=NOC3(C2)C[C@@H](C(N)=O)N(C(=O)/C(C)=C/C)C3)c1 (stereo partly drawn)	-7	-5	-8	-2	10	-5	-24	-4
OCc1cccc[n+]1CCc1ccccc1	9	-5	-11	4	6	-2	-1	1
Cc1cc(-n2c(=S)sc3c(=O)n(-c4ccc(F)cc4)c(SCC(=O)O)nc32)ccc1Cl	-3	-2	-1	15	-2	-2	5	0
COc1ccccc1C(=O)C1CCCN(C(=O)c2ccco2)C1 (stereo not drawn)	1	-2	4	-9	2	-1	2	3
Cc1cc(C)c(OCC(=O)Nc2cccc(NC(=O)c3ccco3)c2)c(Br)c1	13	0	60*	19	5	-7	4	0
CC(C)CC(=O)Nc1ccc(C(=O)COC(=O)C2CC(=O)N(Cc3ccccc3)C2)cc1 (stereo not drawn)	-16	1	-7	4	5	3	-6	5
Cc1ccc(NC(=O)c2ccc(CSc3nnc(-c4ccncc4)n3C)cc2)c(C)c1	0	-2	4	12	10	-8	11	-1
Cc1ccc(/C=C/C(=O)OCC(=O)NCc2ccccc2)o1	2	-6	-8	3	13	-5	-7	-4
Cc1cccc(NC(=O)C2CCN(C(=O)c3ccco3)CC2)c1C	-8	0	-3	14	-5	2	0	-3
CC(C)(C)c1ccc(NC(=O)c2cc[n+]([O-])cc2)cc1	-2	-2	3	-3	1	-6	-8	-3
N/C(=N\OC(=O)c1ccc(Cl)cc1)c1[nH]ncc1Br	-2	12	3	-18	-23	-15	-69	2
CCc1nnc(NC(=O)CSc2nnc(-c3ccc(OC)cc3)n2C)s1	-3	-4	4	-11	6	-17	9	0
SMILES	EBI2 block	APJ ag	ATG4B inhibitor	CCR6 antagonist	APJ antagonist	CXCR6 inh	Gli-Sufu antag	UBC13 inh
O=C(NC1CCN(Cc2ccccc2)CC1)c1ccccc1NS(=O)(=O)c1ccc(F)c(F)c1	-2	.	5	-6	.	-6	11	.
CC1C(=O)N2CCCc3cc(S(=O)(=O)N4CCN(c5ccc(F)cc5)CC4)cc1c32 (stereo not drawn)	-16	2	1	-1	5	2	-32	0
Cc1ccc(NCC(=O)Nc2ccc(Br)cc2)cc1F	-8	-4	-8	-5	6	18	-21	1
Cc1cc(NS(=O)(=O)c2cccs2)no1	-7	3	-7	-8	13	-5	4	7
O=C(Nc1cccnc1)c1cccc(F)c1	-3	3	-9	-12	4	-10	-1	-6
CC1SCC(NC(=O)c2ccccc2Cl)CS1 (stereo not drawn)	-12	-4	-5	4	2	-10	-39	2
COC(=O)c1sccc1NC(=O)Nc1ccc(Cl)c(Cl)c1	4	-2	3	-3	2	1	12	31
O=C(Nc1ccccc1C(F)(F)F)c1ccccn1	2	-2	-9	-1	14	-4	-1	17
Cc1ccc(NC(=O)CCN2CCN(CCO)CC2)cc1	-9	.	12	-14	.	7	-16	.
COc1ccccc1Cn1c(=S)[nH]c2cc(C(=O)N3CCN(C)CC3)ccc2c1=O	-3	-8	-5	12	22	13	27	10
Cc1cccc(OCC(=O)NCC(=O)n2nc(C)cc2C)c1	-2	-3	-1	5	-1	-12	1	-2
O=C(CCN1CCc2ccccc2C1)Nc1ccc2c(c1)OCO2	0	-21	-11	-1	13	-1	7	-4
COc1cccc(-c2cc(C(=O)Nc3ccc(N(C)C(C)=O)cc3)c3cc(Br)ccc3n2)c1	6	6	-7	1	6	6	7	-1
O=C(NCc1ccncc1)c1c(F)c(F)c(F)c(F)c1F	-21	-6	-8	0	-7	4	-1	-7
CC(C(=O)NC(C)(C)C)N(C(=O)CS(=O)CC(=O)Nc1ccc(F)cc1)C1CCCC1 (stereo not drawn)	10	-1	-2	6	6	10	4	0
O=C(CNC(=O)c1ccccc1)N/N=C/c1ccc([N+](=O)[O-])s1	-6	-2	-9	-14	-33	-4	10	-23
CCOC(=O)c1c(-c2ccccc2)[nH]c2ccc(O)cc12	3	-4	-4	4	-8	-1	-4	13

Part of the list above in order of SMILES length, low to high.
SMILES	EBI2 block	APJ ag	ATG4B inhibitor	CCR6 antagonist	APJ antagonist	CXCR6 inh	Gli-Sufu antag	UBC13 inh
O=C(Nc1cccnc1)c1cccc(F)c1	-3	3	-9	-12	4	-10	-1	-6
CC1SCC(NC(=O)c2ccccc2Cl)CS1 (stereo not drawn)	-12	-4	-5	4	2	-10	-39	2
Cn1nnnc1SCCNS(=O)(=O)c1ccccc1	4	1	-2	7	8	3	2	0
O=C(Nc1ccccc1C(F)(F)F)c1ccccn1	2	-2	-9	-1	14	-4	-1	17
O=C1C=C(NC2CCCC2)CC(c2ccccc2)C1 (stereo not drawn)	-2	-1	0	-6	-40	-1	2	3
CCCCC(=O)Nc1ccc(C(=O)NCCc2ccccc2)cc1	3	1	5	1	-3	2	-31	4
Cc1ccc(/C=C/C(=O)OCC(=O)NCc2ccccc2)o1	2	-6	-8	3	13	-5	-7	-4
CCOC(=O)c1c(-c2ccccc2)[nH]c2ccc(O)cc12	3	-4	-4	4	-8	-1	-4	13
Cc1cccc(NC(=O)C2CCN(C(=O)c3ccco3)CC2)c1C	-8	0	-3	14	-5	2	0	-3
CC(C)(C)c1ccc(NC(=O)c2cc[n+]([O-])cc2)cc1	-2	-2	3	-3	1	-6	-8	-3
CCN(CC)S(=O)(=O)c1ccc(-c2cn3cc(Cl)ccc3n2)cc1	-2	3	8	-21	-18	-16	5	0
COc1cc(CNC(=O)C2CCC(=O)N(C3CCCCCC3)C2)cc(OC)c1 (stereo not drawn)	-12	4	26	12	14	9	2	1
COc1ccccc1-n1c(CNc2c(C)cccc2C)nnc1SCC(=O)N1CCOCC1	-11	.	3	-2	.	3	4	.
FC(F)(F)c1cc(CCN2CCNC[C@@H]2c2ccccc2)cc(C(F)(F)F)c1	-7	-5	-2	13	4	-5	4	66*
COc1ccc(NC(=O)CN(C)S(=O)(=O)c2ccc(C)cc2)c([N+](=O)[O-])c1	-6	-3	4	-13	-7	-10	-2	17
Cc1ccc(S(=O)(=O)N2CCC[C@H]2C(=O)OC(C)C(=O)Nc2ncc(Cl)cc2Cl)cc1 (stereo partly drawn)	5	8	-11	-7	4	1	-3	3
CCN(CC)CCN(C(=O)c1ccc(S(=O)(=O)N(C)C2CCCCC2)cc1)c1nc2ccc(OC)cc2s1	-10	5	2	12	15	13	46	0
